ABCG2 inh: blocks JC-1 efflux by human ABCG2 transporter; IgMXP3 cells, flow cytometry; AID 1325; inhibition, % at 6.6 µM; Q9UNQ0; 190,000 tested, 0.1% active;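 active = inhibition above 80%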;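 also: 0% = DMSO and 100% = nicardipine control wells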
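Measure – % inhibition of efflux relative to nicardipine and DMSO · Test system – ABCG2 IgMXP3 and barcoded ABCB1 CCRF-Adr cell mix · Control set – nicardipine as high control, DMSO as low control · Compound – one concentration, 6.6 µM final · Signal – flow cytometry of retained JC-1 fluorescence · Timing – 10 min exposure at 25 °C with rotation, no wash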
RGS8-Gao: regulators of human RGS8-Galphao interaction | P09471 | multiplexed bead flow cytometry, RGS8-Galphao binding; actives lie on both sides | response (percent of control binding), % at 10 µM | 220,000 tested, 0.34% active; in the data active = response below about 60% or above about 140%; inactive = in between;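 also: Galphao activated as the GDP aluminium fluoride complex binding bead-coupled RGS8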
Target sequence (P09471 whole entry, looked up): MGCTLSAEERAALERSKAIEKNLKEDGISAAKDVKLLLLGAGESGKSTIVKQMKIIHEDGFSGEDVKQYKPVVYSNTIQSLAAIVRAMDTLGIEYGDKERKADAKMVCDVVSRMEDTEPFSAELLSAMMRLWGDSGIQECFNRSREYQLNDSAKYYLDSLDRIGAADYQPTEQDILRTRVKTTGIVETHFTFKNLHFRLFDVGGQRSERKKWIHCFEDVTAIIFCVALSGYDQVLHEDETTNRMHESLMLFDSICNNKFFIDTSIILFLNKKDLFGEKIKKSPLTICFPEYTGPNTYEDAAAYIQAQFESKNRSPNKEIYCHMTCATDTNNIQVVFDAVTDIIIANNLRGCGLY
RGS4-Gao reg: modulates binding of RGS4 to human Galphao; P09471; Multiplexed bead flow cytometry; actives lie on both sides; binding response (% of control), % at 10 µM; 220,000 tested, 0.33% active; AID 1415; in the data active = binding response below about 49% or above about 150%; inactive = in between;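 also: fluorescent Galphao activated with aluminum fluoride binding bead-coupled RGS4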
Bim-Bfl-1: human Bim-Bfl-1 interaction inhibition; inhibition, % at 10 µM; AID 1008; 190,000 tested, 0.12% active; Q16548; Bead-based flow cytometry, Bim-Bfl-1 binding inhibition;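 also: 0% = wells without compound plus tracer and 100% = blocker peptide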
ABCB1 inh: blocks JC-1 efflux by human ABCB1 transporter. P08183. CCRF-Adr cells, flow cytometry. inhibition, % at 6.6 µM. 190,000 tested, 0.067% active. AID 1326; in the data active = inhibition above about 40%;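 also: 0% = vehicle and 100% = reference inhibitor; higher value means more JC-1 retained so stronger ABCB1 efflux block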
Mcl-1 Bim block: human Bim-Mcl-1 interaction inhibition | Bead-based flow cytometry, Bim peptide-Mcl-1 binding | AID 1009 | Q07820 | 190,000 tested, 0.1% active | inhibition, % at 10 µM;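 also: 0% = no compound tracer wells and 100% = peptide blocker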
RGS7-Gao: human RGS7-Galphao interaction regulation; P09471; Multiplexed bead flow cytometry, RGS7-Galphao binding; actives lie on both sides; binding response (% of control), % at 10 µM; 220,000 tested, 0.35% active; in the data active = binding response below about 49% or above about 150%; inconclusive = no clear call, values can overlap the other calls; inactive = in between;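 also: fluorescent Galphao held in activated GDP-AlF4 state binding bead-coupled RGS7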
Bcl-2 Bim block: inhibitors of Bim-Bcl-2 interaction, human. AID 950. P10415. Bead-based flow cytometry, Bim peptide-Bcl-2 binding. 190,000 tested, 0.06% active. inhibition, % at 10 µM; in the data active = inhibition above about 40%; inconclusive = no clear call, values can overlap the other calls;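 also: 0% = no compound wells with probe peptide and 100% = reference peptide inhibitor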
Target sequence (P10415 whole entry, looked up): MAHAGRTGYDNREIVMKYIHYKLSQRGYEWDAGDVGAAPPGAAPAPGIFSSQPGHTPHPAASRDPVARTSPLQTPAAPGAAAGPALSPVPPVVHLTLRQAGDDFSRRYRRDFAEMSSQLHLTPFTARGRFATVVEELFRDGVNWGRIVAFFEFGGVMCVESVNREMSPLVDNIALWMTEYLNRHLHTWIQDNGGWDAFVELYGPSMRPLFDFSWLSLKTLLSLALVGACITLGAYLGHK
Bcl-XL Bim block: disrupts Bim peptide binding to human Bcl-XL; 190,000 tested, 0.04% active; inhibition, % at 10 µM; bead flow cytometry, fluorescence; Q07817
Target sequence (Q07817 whole entry, looked up): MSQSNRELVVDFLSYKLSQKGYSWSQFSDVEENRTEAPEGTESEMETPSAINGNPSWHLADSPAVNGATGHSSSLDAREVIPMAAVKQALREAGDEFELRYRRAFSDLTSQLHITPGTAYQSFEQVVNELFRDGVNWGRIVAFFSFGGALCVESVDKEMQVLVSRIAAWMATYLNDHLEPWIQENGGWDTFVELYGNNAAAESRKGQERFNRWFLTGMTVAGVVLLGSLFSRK
Bcl-B Bim block: disrupts Bim peptide binding to human Bcl-B; Q9HD36; bead-based flow cytometry; inhibition, % at 10 µM; 190,000 tested, 0.073% active;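 also: 0% = tracer peptide without compound and 100% = reference inhibitor peptide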
Bim-Bcl-W: human Bim-Bcl-W interaction inhibition; bead-based flow cytometry, Bim peptide-Bcl-W binding; AID 952; 190,000 tested, 0.02% active; inhibition, % at 10 µM; Q92843;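 also: 0% = bound tracer without compound and 100% = peptide blocker; higher means less fluorescent Bim peptide bound to Bcl-W beads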
Target sequence (Q92843 whole entry, looked up): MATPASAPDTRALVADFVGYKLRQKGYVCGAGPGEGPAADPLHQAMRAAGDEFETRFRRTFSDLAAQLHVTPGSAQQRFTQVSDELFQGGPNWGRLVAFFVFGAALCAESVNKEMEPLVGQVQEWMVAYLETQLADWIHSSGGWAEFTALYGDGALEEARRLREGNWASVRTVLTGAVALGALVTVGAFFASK
* marks the source's active call; other numbers are inactive results; ? = inconclusive; & = joins results of further samples. Rule as the data show it, unless noted: active = inhibition above about 40%. Rows were taken by chance, and some 0.94% of all compounds hit somewhere here.

SMILES	ABCG2 inh	RGS8-Gao	RGS4-Gao reg	Bim-Bfl-1	ABCB1 inh	Mcl-1 Bim block	RGS7-Gao	Bcl-2 Bim block	Bcl-XL Bim block	Bcl-B Bim block	Bim-Bcl-W
COc1ccc(CNC(=O)CNC(=O)c2c(C)nn(C)c2Cl)cc1	9	101	99	-2	1.8	0	94	0	-2	-3	0
O=C(Nc1cccc(Cl)c1)c1ccc(-n2cncn2)c([N+](=O)[O-])c1	24	101	102	-13	1.5	-2	100	-9	-9	-10	-1
CN1CCC2(CC1)C1CN(C)CC=C1C(C#N)=C(N)C2(C#N)C#N (stereo not drawn)	1&3	100&103	101&103	0&-4	0.5&1.8	-1&-4	99&106	0&-3	0&-2	0&-3	-3&-4
COc1ccc(-n2nc(C(=O)NCc3ccco3)c3ccccc3c2=O)cc1	40	100	99	-10	1.8	1	99	-10	-4	-6	-1
C=CCc1cc(/C=N/NC(=O)CSc2nnc(CCCc3ccc(OC)cc3)o2)cc(OC)c1O	38	102	101	-12	0.2	-2	104	-6	-5	-7	0
Cc1cccc(OCc2nnc(SCC(=O)N3CCCC3)n2C)c1	0	101	102	-10	0.0	-4	101	-8	0	-7	1
O=C(O)CCc1ccc(-c2cccs2)n1NC(=O)c1ccc(Cl)cc1	1	104	98	2	0.3	0	97	0	1	0	3
Cc1ccc(NC2=C(C(=O)c3ccccc3)N(C)S(=O)(=O)c3ccccc32)cc1	5	104	102	-15	1.2	-1	105	-12	-12	-9	1
Cc1ccc2cc3cc(C(=O)NCCCN4CCc5ccccc5C4)oc3nc2c1	19	98	102	-4	3.0	-2	101	-4	-2	-4	-1
COC(=O)c1ccccc1NC(=O)c1cc(OC)cc(OC)c1	8	96	99	-9	1.3	0	100	-5	-11	-7	0
O=C1C=C(OCc2ccccc2)CN1	2	94	78	0	0.0	2	80	2	0	0	0
O=C(O)c1cc2c(cc1Br)OCCCO2	2	107	105	-1	0.1	-3	103	0	-9	-6	-2
CSCc1nnc(NC(=O)c2ccc(S(=O)(=O)N(C)C)cc2)o1	4	99	99	-2	3.9	-3	98	-1	-4	0	-4
c1ccc2c(c1)oc1c(NCc3ccc4c(c3)OCO4)ncnc12	0	102	117	0	0.1	-1	109	-4	1	1	0
C=CCn1c(CCC(O)COCCC)n[nH]c1=S (stereo not drawn)	-2	91	102	0	-0.4	-4	98	-6	-3	-4	-3
CCSC1=C(C#N)C(c2ccc(F)cc2)CC(=O)N1 (stereo not drawn)	2	79	84	1	0.7	-1	87	-1	0	-1	-1
CCC1C(=O)n2nc(-c3ccccc3)cc2N=C1C (stereo not drawn)	25	96	95	-11	-1.4	-7	96	0	-2	0	-1
COc1cc(/C=C(\C#N)C(=O)Nc2ccccc2C(=O)O)cc(Cl)c1OC	0	99	102	-1	0.4	1	?	0	0	1	-1
COc1ccccc1NC(=O)COC(=O)c1ccc2c(c1)nc(C)n2-c1ccccc1	10	102	101	-8	1.1	0	99	-4	-3	-5	0
CC1CCCCC12NC(=O)N(CC(=O)Nc1ccccc1-c1ccccc1)C2=O (stereo not drawn)	6	101	102	-6	2.8	3	98	-3	-1	-3	0
Cc1cc(SCC(=O)c2cccs2)nc2c(C)cccc12	3	102	103	-8	0.1	2	104	-6	-2	-6	2
O=C1CCCC/C1=C\Nc1ccc(Cl)cn1	18	104	106	-3	1.0	6	107	-4	2	-1	6
Cc1cc(C)c2nc3nc(C)cc(C)c3c(N)c2c1	23	108	102	2	-0.2	10	103	0	6	27	8
Cc1ccc(OCCCC(=O)NC(C)c2ccccc2)cc1 (stereo not drawn)	-1	99	97	-12	-0.2	2	100	-5	-13	-6	3
CC1(C(=O)N/N=C/c2ccc([N+](=O)[O-])o2)CC1(Br)Br (stereo not drawn)	27	78	88	-6	0.0	-4	84	-18	-4	-8	-3
O=C(Oc1csc(=S)n1C(=O)c1ccccc1)c1ccccc1	-1	87	96	18	-0.8	14	98	8	18	9	14
CC(C)CC1c2[nH]c3ccccc3c2CCN1C(=O)CCC(=O)N(C)C (stereo not drawn)	2	101	102	-5	0.5	-2	106	-7	-3	-4	-3
COc1ccc(CCNC(=O)c2cc3ccccn3n2)c(OC)c1OC	-2	101	102	-11	-2.3	2	103	-6	-1	0	2
CN(C)/C=N/c1c(C#N)nnn1Cc1ccccc1	2	101	99	-1	0.2	-2	102	1	0	-1	-1
O=C(Nc1ccc2oc(-c3ccccc3)nc2c1)c1ccco1	-4	103	100	0	-0.3	-1	99	3	-1	-1	-1
COc1ccc(NC(=S)NN2CCN(C)CC2)cc1	4	104	100	-17	0.6	-5	101	-12	-10	-9	-2
COc1ccc(CN(CC2CCC(C(=O)O)CC2)C(=S)Nc2ccc(C)c(Cl)c2)cc1 (stereo not drawn)	0	99	98	-4	-0.2	0	99	0	-3	-5	-3
O=C(OCC#CCSc1nc2ccccc2s1)c1ccco1	1	104	100	-16	-2.3	0	100	-8	-5	-13	0
Cc1nn(C2CCS(=O)(=O)C2)c(Cl)c1/C=C/C(=O)OCC(=O)c1cc(C)n(-c2ccc(F)cc2)c1C (stereo not drawn)	43	119	101	0	14	-2	100	0	-2	0	-1
COc1ccc(NC(=O)C2CCCN2C(=O)Nc2ccccc2)cc1OC (stereo not drawn)	1	103	103	-4	0.2	-2	100	-4	-9	-9	-5
Cc1ccc(C2CC2c2n[nH]c(=S)n2-c2ccc(Cl)cc2)cc1 (stereo not drawn)	-1	100	102	-8	-0.3	-2	106	-6	0	-10	4
COC(=O)NC1CCC(CC2CCC(NC(=O)OC)CC2)CC1 (stereo not drawn)	0	104	102	-2	0.1	-2	99	-4	0	-2	-2
Cc1cc(N2CCC(C(=O)NCC3CC3)CC2)nc(-c2ccccc2)n1	-1	97	93	-11	-1.9	0	99	-7	0	-5	-1
COc1cccc(OCCOc2ccccc2OC(C)C)c1	1	109	103	-10	0.2	0	100	-5	0	-10	-2
Cc1cc(=O)oc2ccc(OCC(=O)NCc3ccco3)cc12	1	103	102	3	0.0	-1	102	1	-3	-1	0
Cc1nn(-c2ccc(Cl)nn2)c(=O)c2ccccc12	29	102	100	-7	0.7	-2	?	-7	-8	-5	-3
COc1nccnc1NS(=O)(=O)c1ccc(NS(=O)(=O)c2ccc(NC(C)=O)cc2)cc1	-3	97	100	4	-0.3	1	100	2	-2	3	3
COc1ccccc1CNC(=O)c1ccc(-c2ccccc2)cc1	8	101	99	-6	1.3	0	100	-7	-3	-6	0
CCCSC1=C(C#N)C(c2ccccc2C)CC(=O)N1 (stereo not drawn)	0	97	99	8	0.1	5	98	1	-3	0	0
CCN(C(=O)COC(=O)c1ccc(Cl)c(N)c1)C1CCS(=O)(=O)C1 (stereo not drawn)	1	103	104	-3	0.6	1	110	-1	0	0	-1
CCc1ccc(N(C(=O)Cn2nnc(-c3ccccc3)n2)C(C(=O)NC2CCCCC2)c2ccccn2)cc1 (stereo not drawn)	17	102	102	1	10	0	105	-1	-2	-6	2
COCC(C)n1c(C)cc(C(=O)COC(=O)c2c(C)nn(-c3ccccc3)c2C)c1C (stereo not drawn)	2	102	101	-8	0.6	-1	104	-7	0	-7	0
COc1ccc(S(=O)(=O)N(C)CC(=O)Nc2ccc(C(F)(F)F)cc2)cc1Cl	2	100	102	0	0.6	-1	103	2	-3	0	1
CCN(CC)P(=O)(/C(Cl)=C\Nc1c(C)n(C)n(-c2ccccc2)c1=O)N(CC)CC	0	97	99	-4	-0.1	0	97	0	-3	-7	0
CC1CC(C)CN(c2ncc3c(n2)CC(c2ccc(Cl)cc2)CC3=O)C1 (stereo not drawn)	0	132	92	1	-0.2	3	112	3	2	0	2
O=C(COC(=O)c1ccc(S(=O)(=O)N2CCOCC2)cc1)NC1CCCC1	4	102	119	0	0.9	1	105	0	-1	0	-1
CCN1CCN(C(=O)c2nn(-c3ccc(C)cc3)c(=O)c3c2c2ccccc2n3C)CC1	-2	99	105	-12	-0.5	0	103	-7	-13	-5	-3
CN1CCN(CC(=O)Nc2ccccc2[N+](=O)[O-])CC1	-6	102	102	-12	-0.2	-6	105	-12	-10	-11	-4
CCCc1[nH]nc2c1C(C1CC=CCC1)C(C#N)=C(N)O2 (stereo not drawn)	8	101	99	-1	1.0	-3	97	-4	-1	-10	-5
NC(=O)CSc1nnc(Cc2cccs2)n1C1CCCCC1	4	100	101	-8	1.2	-5	103	-9	-9	-4	-3
CCC(=O)Nc1ccc(NC(=O)c2ccccn2)cn1	1	103	101	-9	0.0	-1	100	0	-3	-3	3
COC(=O)/C(=C\C=C\c1ccccc1)NC(=O)c1ccccc1	3	100	100	-8	0.3	3	100	1	-6	-4	-1
O=C(NC(NC(=S)Nc1ccccc1O)C(Cl)(Cl)Cl)c1ccco1 (stereo not drawn)	10	103	105	-9	1.7	-4	106	-5	-11	-6	-2
Cc1ccc(OCC(O)Cn2c(N3CCOCC3)nc3c2c(=O)[nH]c(=O)n3C)cc1 (stereo not drawn)	0	94	87	10	0.5	-6	95	3	3	0	-2
CCC1Oc2ccc(C)cc2N(CC(=O)NCCN2C(C)CCCC2C)C1=O (stereo not drawn)	-4	98	94	-9	-2.9	0	96	-6	-10	-12	-3

Some of these compounds in order of their number in RGS4-Gao reg, falling.
SMILES	ABCG2 inh	RGS8-Gao	RGS4-Gao reg	Bim-Bfl-1	ABCB1 inh	Mcl-1 Bim block	RGS7-Gao	Bcl-2 Bim block	Bcl-XL Bim block	Bcl-B Bim block	Bim-Bcl-W
O=C(COC(=O)c1ccc(S(=O)(=O)N2CCOCC2)cc1)NC1CCCC1	4	102	119	0	0.9	1	105	0	-1	0	-1
CCN1CCN(C(=O)c2nn(-c3ccc(C)cc3)c(=O)c3c2c2ccccc2n3C)CC1	-2	99	105	-12	-0.5	0	103	-7	-13	-5	-3
CCC(=O)Nc1ccc(NC(=O)c2ccccn2)cn1	1	103	101	-9	0.0	-1	100	0	-3	-3	3
COC(=O)/C(=C\C=C\c1ccccc1)NC(=O)c1ccccc1	3	100	100	-8	0.3	3	100	1	-6	-4	-1

New compounds follow.
SMILES	ABCG2 inh	RGS8-Gao	RGS4-Gao reg	Bim-Bfl-1	ABCB1 inh	Mcl-1 Bim block	RGS7-Gao	Bcl-2 Bim block	Bcl-XL Bim block	Bcl-B Bim block	Bim-Bcl-W
CC1CC(C)CN(CC(=O)N2CCOCC2)C1 (stereo not drawn)	3	97	100	-8	1.0	-5	98	-4	-3	-5	-2
Cc1cc2ccccc2cc1CN1CCOCC1	-1	103	102	-14	-0.2	2	97	-7	-3	-8	0
CC1(C)CC(=O)C2=C(C1)N(CCN1CCOCC1)C1=C(C(=O)CC(C)(C)C1)C2c1cccc(Cl)c1	4	100	97	-3	2.0	0	97	-2	-1	-2	0
COc1ccc(S(=O)(=O)N2CCN(S(=O)(=O)c3ccc4c(c3)OCCO4)CC2)cc1	-1	100	97	-10	0.2	-1	94	-7	-6	-9	-3

Compound profiles, from the list above. Values in the order: ABCG2 inh | RGS8-Gao | RGS4-Gao reg | Bim-Bfl-1 | ABCB1 inh | Mcl-1 Bim block | RGS7-Gao | Bcl-2 Bim block | Bcl-XL Bim block | Bcl-B Bim block | Bim-Bcl-W
COc1ccc(CNC(=O)CNC(=O)c2c(C)nn(C)c2Cl)cc1 as listed: 9 | 101 | 99 | -2 | 1.8 | 0 | 94 | 0 | -2 | -3 | 0
CCN1CCN(C(=O)c2nn(-c3ccc(C)cc3)c(=O)c3c2c2ccccc2n3C)CC1 as listed: -2 | 99 | 105 | -12 | -0.5 | 0 | 103 | -7 | -13 | -5 | -3
